# Source: PubChem BioAssay
# PV pol inh = poliovirus RNA polymerase inhibition. poliovirus polymerase elongation, fluorescence polarization; hits give low values. % elongation, % (compound at 16.7 µg/mL). AID 588519. P03300. actives 0.66% (n = 150,000); in the data active means % elongation below about 90%; further: some results filed as inactive read as strong as hits
# Target sequence (P03300 1749-2209 limits assumed): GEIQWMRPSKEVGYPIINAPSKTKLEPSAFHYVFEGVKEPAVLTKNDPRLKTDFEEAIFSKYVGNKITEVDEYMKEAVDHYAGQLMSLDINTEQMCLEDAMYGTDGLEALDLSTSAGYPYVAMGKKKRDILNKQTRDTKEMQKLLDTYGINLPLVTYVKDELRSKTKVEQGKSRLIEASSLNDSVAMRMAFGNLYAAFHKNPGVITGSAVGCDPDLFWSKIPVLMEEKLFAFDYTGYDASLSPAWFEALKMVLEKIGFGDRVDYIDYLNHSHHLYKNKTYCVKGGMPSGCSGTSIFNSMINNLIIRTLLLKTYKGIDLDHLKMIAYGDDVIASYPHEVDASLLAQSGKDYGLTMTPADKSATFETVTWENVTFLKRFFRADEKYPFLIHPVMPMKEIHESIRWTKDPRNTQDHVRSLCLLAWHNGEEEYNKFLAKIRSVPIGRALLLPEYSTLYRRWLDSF
# PV pol inh FP z-score = second read-out of PV pol inh, no call of its own (marks repeat the call); z-score; measured here: FP z-score; hits read low
# Starred values were filed as active, the others as inactive; & = joins results of further samples.
Molecule | PV pol inh | PV pol inh FP z-score
CCc1noc(C)c1C(=O)OCC(=O)c1ccccc1OC | 108.0 | 0.8
O=C(O)Cn1cc(C(F)(F)F)ccc1=O | 105.0 | 0.3
COc1cccc(-c2nn(C)c3sc(C(=O)NCc4ccc(C)cc4)cc23)c1 | 107.0 | 0.5
c1ccc(-c2noc(CSc3nnc(-c4ccco4)n3-c3ccccc3)n2)cc1 | 100.0 | -0.1
CCc1ccc(NC(=O)CN2C(=O)CSc3ccc(S(=O)(=O)N(C)C)cc32)cc1 | 108.0 | 0.1
COc1ccc(C(=O)Nc2ccc(OCc3cc(=O)n4ccccc4n3)cc2)cc1 | 98.0 | -1.8
Cc1ccc2[nH]c(=O)cc(C(=O)O)c2c1 | 104.0 | 0.8
Cc1ccc(/C=N/c2sc3c(c2C(N)=O)CCC3)s1 | 102.0 | 0.1
O=C1NC(c2ccccc2)Oc2ccccc21 (configuration not stated) | 101.0 | -0.4
Cc1c(C(=O)N2CCC(C)CC2)c(S(=O)(=O)N2CCN(c3cccc(Cl)c3)CC2)c(C)n1C | 107.0 | 0.3
COc1ccc(C2=C(C)C(=O)N(Cc3ccc(C(=O)NCc4cccc(C)c4)cc3)S2(=O)=O)cc1 | 101.0 | -0.4
O=C(O)CCC(=O)Nc1cccc(F)c1 | 104.0 | 0
COC(=O)c1ccc(-c2ccco2)n1Cc1ccccc1 | 102.0 | -0.5
Cc1noc(-c2ccc3c(c2)OCO3)c1I | 107.0 | 0.5
CC(C(=O)NCC1CCCCC1)N1CCN(S(=O)(=O)c2ccccc2F)CC1 (configuration not stated) | 106.0 | 0.5
CCOC(=O)CNc1nnc(SCC(=O)OCC)[nH]c1=O | 102.0 | 0.1
Cc1ccc(NC(=S)Nc2ccccc2C)c(C)c1 | 104.0 | 0.3
CC(C)(C)c1ccc(OCC(=O)NC(Cc2c[nH]c3ccccc23)C(=O)O)cc1 (configuration not stated) | 102.0 | -0.8
Cn1cnc2c1c(=S)[nH]c(=O)n2Cc1ccccc1 | 82.0* | -2.1*
CCOC(=O)c1sc(N)c(C#N)c1COC(=O)C12CC3CC(CC(O)(C3)C1)C2 | 45.0 | -7.8
Cc1oc(C)c2c(=O)cc(-c3ccc4c(c3)OCO4)cc(OC(=O)c3ccccc3Cl)c12 | 119.0 | 2.7
CC(=O)c1ccc(Nc2cc(C)nc3nc(Cc4ccccc4)nn23)cc1 | 107.0 | 0.2
CCc1cc(C(=O)NCCN(C)C)cs1 | 100.0 | -0.2
COc1ccc(C(=S)NCC2CCCO2)cc1 (configuration not stated) | 99.0 | -0.7
Cc1ccc(C2(C(F)(F)F)NC(=O)N3CCN=C3S2)cc1 (configuration not stated) | 102.0 | 0
Cc1ccc(NC(=O)C(Cc2ccccc2)NS(=O)(=O)c2ccc3c(c2)oc(=O)n3C)c(Cl)c1 (configuration not stated) | 101.0 | -1.7
CC(C)CCC(=O)Nc1ccc(S(=O)(=O)N2C(C)CCCC2C)cc1 (configuration not stated) | 104.0 | 0.4
O=C1CCOc2ccc(Cl)cc21 | 102.0 | 0.3
COc1ccc(OC)c(CNC(=O)Cn2nc(C)c3c(C)n(-c4ccccc4)nc3c2=O)c1 | 113.0 | 1
CCOc1ccc(CCNC(=O)c2cn(CC)c3ccc(S(=O)(=O)N4CCCCCC4)cc3c2=O)cc1OCC | 104.0 | -0.1
O=C(c1ccccc1)c1ccccc1C(=O)N1CCCC1 | 102.0 | 0.6
COCC(C)n1c(C)cc(C(=O)COC(=O)c2c(OC)cccc2OC)c1C (configuration not stated) | 105.0 | 0.1
O=C(O)CCc1nc2ccccc2c(=O)n1Cc1ccc2c(c1)OCO2 | 101.0 | -0.3
CCOc1cc(C(=O)O)ccc1OCCOc1ccccc1 | 103.0 | 0.1
COc1ccc(S(=O)(=O)N2CCC(c3ccncc3)CC2)cc1Cl | 110.0 | 0.8
CC1CCCN(C2CCN(Cc3ccccc3Cl)CC2)C1 (configuration not stated) | 98.0 | -1
CCOC(=O)COc1ccc2c(c1)C(=O)CC1(CCN(C(C)=O)CC1)O2 | 100.0 | -0.3
CCOc1ccc(N2CC(c3nc4ccccc4n3Cc3ccccc3F)CC2=O)cc1 (configuration not stated) | 100.0 | -1.5
CN1CCCc2cc(C#N)c(=O)[nH]c21 | 102.0 | 0.4
O=C1CC(c2ccccc2)Cc2nc(N3CCc4ccccc43)ncc21 (configuration not stated) | 101.0 | -0.4
O=C(NC1CCN(Cc2ccccc2)C1)c1nn(-c2ccccc2)c(=O)c2ccccc12 (configuration not stated) | 103.0 | 0.4
CCc1noc(C)c1C(=O)Nc1ccc(OC(F)F)cc1 | 100.0 | -0.2
COc1cc(/C=C/C(=O)Nc2ccc(S(=O)(=O)N3CCCC3)cc2)cc(OC)c1OC | 101.0 | 0.3
CC1=C(NN(C)c2cccc(Cl)c2)C(=O)N(C2CCCCC2)C1 | 100.0 | -0.5
COc1ccccc1OCCn1c(C(C)Oc2ccccc2)nc2ccccc21 (configuration not stated) | 103.0 | -0.8
O=C(Nc1cc(Cl)cc(Cl)c1)c1cc(S(=O)(=O)N2CCCc3ccccc32)ccc1F | 103.0 | 0.7
COc1cc(Cl)c(C)cc1NC(=O)CSCc1nc(-c2ccc(OC)c(OC)c2)no1 | 109.0 | 0.6
Oc1ccccc1-c1cc(-c2ccc3c(c2)OCO3)cc(-c2ccccc2)n1 | 101.0 | -0.2
S=C1Nc2cccc3cccc(c23)N1 | 100.0 | -0.4
C#CCOC(=O)Nc1cc(C)n(-c2ccccc2)n1 | 102.0 | 0.2

# Single records, as listed above. Order of values: PV pol inh, PV pol inh FP z-score
# `O=C(NC1CCN(Cc2ccccc2)C1)c1nn(-c2ccccc2)c(=O)c2ccccc12` (configuration not stated) reads 103.0, 0.4
# `COc1cc(Cl)c(C)cc1NC(=O)CSCc1nc(-c2ccc(OC)c(OC)c2)no1` reads 109.0, 0.6
# `COc1cc(/C=C/C(=O)Nc2ccc(S(=O)(=O)N3CCCC3)cc2)cc(OC)c1OC` reads 101.0, 0.3
# `S=C1Nc2cccc3cccc(c23)N1` reads 100.0, -0.4
# `COc1ccccc1OCCn1c(C(C)Oc2ccccc2)nc2ccccc21` (configuration not stated) reads 103.0, -0.8

# New compounds follow.
Molecule | PV pol inh | PV pol inh FP z-score
CC(=O)N1CCc2c(sc3c2c(=O)n(-c2ccccc2)c(=O)n3CC(=O)c2ccc(Cl)cc2)C1 | 107.0 | 0.6
COc1cc(NC(=O)Cn2c(=O)n(Cc3ccco3)c(=O)c3sc4ccccc4c32)cc(OC)c1 | 106.0 | 0.7
FC(F)(F)c1ncncc1-c1nnnn1-c1ccccc1 | 104.0 | 0
Cn1cccc1C(C(=O)NC1CCCCC1)N(C(=O)Cc1cccs1)c1ccccc1 (configuration not stated) | 101.0 | 0.1
Cc1ccc2[nH]c(=O)nc(-c3ccccc3)c2c1 | 101.0 | -0.7
CC1CCCC(C)N1NC(=S)Nc1ccccc1 (configuration not stated) | 101.0 | 0.2
Cc1ccccc1Cn1c(SCc2ccc(C(=O)N3CCCCC3)cc2)nc2ccncc21 | 106.0 | -1.2
CCN(CC)CCNC(=O)c1ccc(CSc2nc3ccncc3n2Cc2cccc(F)c2)cc1 | 105.0 | -0.4
CNS(=O)(=O)c1cccc(C(=O)N2CCN(C/C=C/c3ccccc3)CC2)c1 | 101.0 | -0.4
CCOCCCNc1ccc(-c2ccccc2)nn1 | 103.0 | 0.4
O=c1c2c3c(sc2nnn1Cc1ccc(F)cc1)CCCC3 | 111.0 | 1.1
CC(=O)Nc1cccc(-c2nc3ccccc3o2)c1 | 103.0 | 0.2
O=C(CCCCn1c(=O)c2ccccc2n(CC(=O)Nc2ccc(F)cc2F)c1=O)NCCc1ccccc1 | 107.0 | 0.4
CCOc1ccc(CC2C(=O)NC(=O)N(Cc3ccccc3)C2=O)cc1 (configuration not stated) | 96.0 | -0.6
CC1CCC(NC(=O)c2ccc3c(c2)N(Cc2ccccc2F)C(=O)c2ccccc2S3(=O)=O)CC1 (configuration not stated) | 106.0 | 0
Nc1ncc(-c2ccccc2)n1CC1CCCO1 (configuration not stated) | 108.0 | 0.5
Cc1cccc(NC(=O)CSc2nc(-c3ccccc3Cl)nc3c2Cc2c(CO)cnc(C)c2O3)c1C | 105.0 | -0.5
CCCN(CCC)C(=O)c1ccc(NC(=O)C2=CNCCO2)cc1 | 102.0 | 0.1
O=C(O)c1cc2oc3ccccc3c3ccccc3oc2cc1C(=O)Nc1ccc(F)cc1 | 102.0 | 0
CCn1c(C)nc2cc(C(=O)N/N=C/c3ccccc3)ccc21 | 98.0 | -0.5
COc1cccc(-n2c(=O)c3c(C)c(C(=O)N(C)C)sc3n(CC(=O)Nc3ccc(C)cc3Cl)c2=O)c1 | 99.0 | -1.5
CCN(CC)C(C)CN1c2ccccc2Sc2ccccc21 (configuration not stated) | 101.0&99.0 | 0.1&-0.2
O=C(NCc1noc2ccccc12)Nc1nccs1 | 101.0 | -0.3
CC(C)CN(CC(C)C)Cn1nc(C2COc3ccccc3O2)oc1=S (configuration not stated) | 104.0 | 0.2
Cc1ccc(NC(=O)CN=C2NC(C)(C)Cc3ccccc32)cc1 | 102.0 | 0.6
c1ccc2c(OCc3nc4ccccc4[nH]3)cccc2c1 | 102.0 | 0.1
CC(C)(C)c1ccc(C(=O)Nc2ccc(S(N)(=O)=O)cc2)cc1 | 100.0 | -0.4
O=C(COc1ccc(Cl)c2cccnc12)c1ccc2c(c1)OCCO2 | 103.0 | -0.1
CC(C)(C)c1cc(NC(=O)c2nn3c(C(F)(F)F)cc(-c4ccccc4)nc3c2Br)no1 | 101.0 | 0.2
CCC(Sc1nc2ncccc2[nH]1)C(=O)Nc1cccc(OC)c1 (configuration not stated) | 114.0 | 0.7
Cc1cccn2c(=O)c(/C=C3\SC(=S)NC3=O)c(NCC3CCCO3)nc12 (configuration not stated) | 105.0 | 0.6
Cc1cccc(CSc2ncc(CO)n2Cc2ccc(F)cc2)c1 | 109.0 | 0.7
Cc1c(C(N)=O)cc([N+](=O)[O-])cc1[N+](=O)[O-] | 101.0 | 0.2
CCc1cccc2c(C=C(C#N)C#N)cn(CC(=O)NC3CCCC3)c12 | 99.0 | -0.4
CNC(C)[C@@H]1CC[C@@H](N)[C@@H](OC2[C@@H](N)C[C@@H](N)[C@H](OC3OC[C@](C)(O)[C@H](NC)[C@H]3O)[C@H]2O)O1 (some centres not stated) | 99.0 | -0.4
COc1ccc(N2CCN(C3C(=O)c4ccccc4N3C(C)=O)CC2)cc1 (configuration not stated) | 109.0 | 0.4
Cc1ccc(NC(=O)CSc2nc(-c3ccco3)nc3cc(=O)[nH]n23)cc1C | 114.0 | 1.6
COC(=O)c1cc(S(=O)(=O)NCCN2CCN(c3ccccc3F)CC2)c[nH]1 | 100.0 | -1
CC(C(=O)NCC1CCCO1)N(C(=O)c1snc(C(N)=O)c1N)c1cccc(F)c1 (configuration not stated) | 102.0 | 0.1
Clc1cccc(Nc2nc3ccccc3c3nncn23)c1 | 100.0 | -0.1
COc1ccc(OCC2c3cc(OC)c(OC)cc3CCN2C(=O)c2ccc(F)cc2)cc1 (configuration not stated) | 110.0 | 0.5
Cc1noc(C)c1-c1nc(-c2cccc(C(F)(F)F)c2)no1 | 102.0 | -0.2
Cc1cccc(OCc2nnc(SC(C)C(=O)c3c(C)[nH]c4ccccc34)o2)c1 (configuration not stated) | 107.0 | 0.3
CCC(C)NC(=O)C1CCCN(S(=O)(=O)c2ccc(C)c(Cl)c2)C1 (configuration not stated) | 103.0 | 0.2
C=Cc1ccc(CSc2nc(-c3ccc(Cl)cc3)nc3c2Cc2c(CO)cnc(C)c2O3)cc1 | 111.0 | 0.8
CC(=O)NCc1ccc(S(=O)(=O)NC2CCN(Cc3ccccc3)CC2)cc1 | 105.0 | 0.2
Cc1c(C(=O)N2CCCCCC2)sc2ncnc(N3CCN(c4ccccc4)CC3)c12 | 104.0 | 0.8
CCN(CC)c1ccc(NC(=O)C(NS(=O)(=O)c2cccs2)C(C)C)c(C)c1 (configuration not stated) | 101.0 | -0.4
O=C(CSc1ccc(Cl)cc1)c1cccs1 | 112.0 | 1.3
Cc1ccc(NC(=O)CN(C)C(=O)CSc2nc(C)cs2)cc1 | 105.0 | 0.1

# Following part.
Molecule | PV pol inh | PV pol inh FP z-score
O=C(Nc1nnc(S(=O)(=O)N2CCCc3ccccc32)s1)c1ccccc1Cl | 113.0 | 1.2
CCN(c1ccccc1)c1nnc(NC(=O)Nc2ccc(Br)c(C)c2)s1 | 114.0 | 1.3
COc1ccc(Nc2nc(N)nc(CN3CC(C)CC(C)C3)n2)cc1 (configuration not stated) | 99.0 | -0.3
O=C(Cn1ncc2c3ccccc3n(Cc3ccccc3)c2c1=O)NC1CC1 | 102.0 | -0.3
CC(C)(COC(=O)c1ccccc1)N=C1NS(=O)(=O)c2ccccc21 | 96.0 | -0.6
COc1ccc(CC(=O)Nc2ccc(O)c(-c3nc4ccccc4o3)c2)cc1 | 102.0 | 0
N#Cc1ccc(-c2ccc3c(c2)OCCO3)[nH]c1=S | 112.0 | 1.2
CC1CN(C(=O)C(C)OC(=O)c2ccc(-c3ccccc3)cc2)CC(C)O1 (configuration not stated) | 107.0 | 0.4
CCOC(=O)c1c(NC(C)=O)c2c3c(sc2n1Cc1nc(-c2ccc(Cl)cc2)oc1C)CCCC3 | 105.0 | -1.3
C=CCSc1nc(O)c(CC)c(=O)n1-c1ccccc1 | 103.0 | 1.4
COc1cccc(CN2c3ccccc3-c3nc(SCC(=O)Nc4cccc(C)c4)ncc3S2(=O)=O)c1 | 103.0 | -0.7
COc1ccc(Cc2nccc3cc(OC)c(OC)cc23)cc1OC | 101.0&100.0 | 0.2&0.1
CN(C)c1ccc(C2=CC(C3CC3)=C(C#N)C(=C(C#N)C#N)N2)cc1 | 94.0 | -3.6
N#CCCn1cc(C(=O)CSc2nnc(-c3ccccc3Cl)n2C2CCCC2)c2ccccc21 | 103.0 | 0.1
COc1cccc(C(=O)Nc2ccccc2Cl)c1 | 106.0 | 1.6
CCCNC(=O)CN=C1NS(=O)(=O)C(c2ccc(C)cc2)=C1CC | 104.0 | 1.8
Cc1ccc(CNC(=O)CCc2c(C)nn(-c3ccc(N4CCCCC4)nn3)c2C)cc1 | 99.0 | -1.4
COc1ccc(-c2cc(OC(=O)c3cccc(C)c3)c3c(C)oc(C)c3c(=O)c2)cc1 | 114.0 | 1.7
COc1cc(OC)c(NC(=O)Cn2ncc3c(=O)oc4ccc(C)cc4c32)cc1Cl | 100.0 | 0.1

# Only part of the results is shown. The share of hits here may be higher or lower than overall.
